HSF-1 act – HSF-1 activators, primary screen, NIH3T3-HGL cells, MG132 stress, luminescence, single point; NIH3T3-HGL HSF-1 luciferase reporter, 8 h; 100% = twice DMSO control signal; activation, % at 9 µM; 300,000 compounds, 1.7% hits;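 active = mean replicate activation of at least 50% with a set share of replicates each reaching 50%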;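 also: 0% = median of the neutral control wells and 100% = twice that signal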
HSF1 inhib – HSF1 inhibitors in luciferase reporter cells, primary screen, cell-based, NIH3T3, luminescence. NIH3T3-HGL HSE-luciferase, MG132-induced, luminescence 8 h; hits give low values. activity change, negative = inhibition, % at 7.5 µM (by protocol). 300,000 compounds, 0.77% hits. AID 2098, 2009;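 active = more than half of replicate wells show activity change below -50%, luminescence cut by over half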;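 also: luciferase reports HSF-1 transcriptional activity via heat shock element; 0% = median of DMSO wells and -100% = zero luminescence signal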
DYRK1A inh – rat Dyrk1A kinase inhibitors, primary screen, biochemical, single point, plate reader; Dual specificity tyrosine-phosphorylation-regulated kinase 1A (Rattus norvegicus), Q63470; ADP-Glo luminescence, NFATc1 peptide; inhibition, % at 12.5 µM; 310,000 compounds, 0.43% hits; in the data active = inhibition above about 50%;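 also: plate controls were vehicle with enzyme for no effect and no enzyme for full effect; many of its hits are not listed in these tables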
GSK3B inh – human GSK3beta kinase inhibitors, primary screen, biochemical, cell-free homogeneous, HTS. AID 2097, 2009. 300,000 compounds, 0.038% hits. activity score (negative = inhibition), % at 10 µM. GST-GSK3beta kinase, ADP-Glo luminescence, 60 min; hits give low values. Glycogen synthase kinase-3 beta (Homo sapiens), P49841;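 active = more than half of replicate wells score below -50%, meaning over 50% inhibition versus plate controls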;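 also: 0% = median DMSO wells and -100% = median GW8510 positive control wells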
Target sequence (P49841 whole entry, looked up): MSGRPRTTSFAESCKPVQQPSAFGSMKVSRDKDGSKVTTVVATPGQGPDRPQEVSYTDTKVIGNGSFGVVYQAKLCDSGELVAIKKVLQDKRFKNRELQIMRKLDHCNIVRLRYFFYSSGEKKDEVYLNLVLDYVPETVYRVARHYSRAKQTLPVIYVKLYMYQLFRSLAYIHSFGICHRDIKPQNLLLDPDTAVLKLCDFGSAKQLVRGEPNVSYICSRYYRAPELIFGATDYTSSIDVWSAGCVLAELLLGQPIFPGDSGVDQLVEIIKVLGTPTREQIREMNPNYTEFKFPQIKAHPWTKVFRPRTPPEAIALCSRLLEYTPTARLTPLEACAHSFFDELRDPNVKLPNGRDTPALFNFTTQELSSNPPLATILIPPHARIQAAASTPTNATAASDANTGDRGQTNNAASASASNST
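Test system – GST-tagged human GSK3beta kinase, cell-free · Incubation – 60 min enzyme reaction, room temperature · Signal – ADP-Glo luminescence · Also added – peptide substrate and ATP at 25 µM · Controls – DMSO neutral wells and GW8510 at 20 µM as positive · Buffer or medium – Tris/MgCl2 kinase buffer · Measure – Luminescence-derived activity versus plate DMSO and GW8510 wells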
KLF5 inh – KLF5 expression inhibitors, primary screen, DLD-1 cells, luminescence | DLD-1 KLF5 promoter-luciferase reporter | inhibition, % at 5 µM | 290,000 compounds, 0.23% hits;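 active = inhibition above a per-plate limit of that plate's mean compound inhibition plus 3 SD, cut at about 60% in these data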;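 also: 0% = DMSO wells and 100% = LY294002 at 200 µM; higher means less KLF5 promoter-driven luciferase light; inactives centre near -14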
IEC-6 cytotox – cytotoxicity in IEC-6 intestinal epithelial cells, primary screen, cytotoxicity control for KLF5 inhibitor project, cell-based, luminescence | 290,000 compounds, 0.78% hits | AID 1825, 2009 | IEC-6 cytotoxicity, luminescence viability | inhibition, % at 5 µM; in the data active = inhibition above about 22%;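 also: 0% = plate median of test compound wells and 100% = cytotoxic reference compound wells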
GSK3 alpha inh – blockers of GSK3A enzyme activity – biochemical, luminescence, cell-free homogeneous, HTS, primary screen | inhibition, % at 10 µM | GSK-3 alpha kinase, ADP-Glo luminescence, 60 min | AID 2650, 2010 | 320,000 compounds, 0.1% hits;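 in the data active = inhibition above about 50%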;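 also: GST-tagged GSK-3 alpha with peptide substrate and 25 µM ATP; 0% = DMSO neutral wells and 100% = GW8510 positive control wells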
Target sequence (P49840 whole entry, looked up): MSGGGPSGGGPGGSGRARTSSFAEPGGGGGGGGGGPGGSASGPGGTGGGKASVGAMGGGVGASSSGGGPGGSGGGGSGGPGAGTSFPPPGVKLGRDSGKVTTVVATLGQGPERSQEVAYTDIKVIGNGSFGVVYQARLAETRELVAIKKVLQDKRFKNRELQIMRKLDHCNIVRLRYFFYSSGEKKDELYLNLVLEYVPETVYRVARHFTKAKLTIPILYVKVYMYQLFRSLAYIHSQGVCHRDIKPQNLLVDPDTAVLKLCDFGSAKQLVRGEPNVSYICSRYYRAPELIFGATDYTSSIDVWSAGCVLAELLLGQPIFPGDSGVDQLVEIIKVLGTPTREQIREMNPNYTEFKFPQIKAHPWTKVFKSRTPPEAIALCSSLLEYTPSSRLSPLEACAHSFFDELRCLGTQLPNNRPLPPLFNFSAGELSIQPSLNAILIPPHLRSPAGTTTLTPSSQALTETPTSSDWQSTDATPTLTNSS
aSyn 5UTR inh – MLPCN primary screen, SNCA 5' untranslated region; inhibition, % (tested at 7.5 µM); alpha-synuclein 5'UTR reporter, inhibitor activity; 300,000 compounds, 0.82% hits; in the data active = inhibition above about 60%;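 also: H4 neuroglioblastoma cells stably carrying SNCA 5'UTR luciferase fusion; 0% = DMSO wells and 100% = positive control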
HSP90 refold inh – HSP90 inhibitors, primary screen, cell lysate, luminescence; Heat shock protein HSP 90 (rabbit reticulocyte lysate; luciferase refolding); Rabbit reticulocyte lysate, luciferase refolding luminescence, 3 h; inhibition, % at 5.6 µM; 290,000 compounds, 0.91% hits; AID 1789, 2009;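 active = inhibition above the screen-wide mean plus 3 SD, computed separately per campaign, cut at about 16% in these data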;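 also: 0% = DMSO wells and 100% = 60 µM geldanamycin wells; inhibitors lower the luminescence because luciferase stays unfolded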
Platelet DG rel – inhibitors of platelet dense granule secretion, primary screen, cell-based, MLPCN, human platelets; human platelet-rich plasma, SFLLRN dense granule ATP release, luminescence; inhibition, %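 (compounds screened at 7.5 µM in platelet-rich plasma)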; 300,000 compounds, 0.22% hits; AID 1663, 2009;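 active = mean replicate score, as percent of positive control, at or above 50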
Active calls of the source: *; . = not tested or not shown.

SMILES	HSF-1 act	HSF1 inhib	DYRK1A inh	GSK3B inh	KLF5 inh	IEC-6 cytotox	GSK3 alpha inh	aSyn 5UTR inh	HSP90 refold inh	Platelet DG rel
OC(COc1ccc(Cl)cc1)CN1CCCCC1 (centres undefined)	-1	-1	17	-1	-90	-8	2	-5	-2	7
C=CCN(c1ccccc1)S(=O)(=O)c1cccc(C(=O)Nc2ncccc2O)c1	-16	-3	-1	-1	.	.	-2	-6	.	7
COc1ccc(C(=O)N(C)Cc2ccccn2)cc1OC1CCN(C(C)C)CC1	12	6	-5	0	-2	0	0	-10	-3	8
CCCCOc1ccc(N(CC(=O)NCC2CCCO2)C(=O)CCC(=O)Nc2cc(C)ccn2)cc1 (centres undefined)	6	2	4	0	-26	-1	1	5	-3	-5
Cc1ncc([N+](=O)[O-])n1CC(=O)Nc1ccc(Br)cc1	-3	-1	-1	1	-36	5	2	-1	1	-1
CCC(C(=O)NCc1cccs1)n1nc(C)n2c(cc3occc32)c1=O (centres undefined)	2	1	-4	1	-17	-1	1	12	0	-13
C/C(CC(=O)Nc1ccc(N(C)C)cc1)=N\NC(=O)c1ccc(Cl)cc1	83*	33	3	-1	-53	-2	-1	3	-3	-2
Cc1nc([N+](=O)[O-])c(NCCO)n1Cc1ccccc1	-8	0	3	2	-8	2	1	-8	-1	8
Cc1ccc(NS(=O)(=O)c2cc(NC(=O)C(C)Oc3ccccc3)ccc2C)c(C)c1 (centres undefined)	2	6	-2	-1	-8	-3	1	31	-4	1
CCn1ncc(/C=N\NC(=O)c2ccc3c(c2)c(C)c(C)n3Cc2ccccc2)c1C	0	3	1	-3	9	4	-2	17	4	10
Cc1c(CN2CCC(C(=O)Nc3cccc(-c4cccc(Cl)c4)c3)CC2)cnn1C	-13	3	.	3	-12	-2	1	-3	-1	5
Cc1nc(C)c(-c2ccn(S(=O)(=O)c3ccc(Cl)cc3)n2)o1	8	9	5	1	-34	-6	-2	-22	4	-1
COC(=O)Cn1ccc(N(C)C)c(C#N)c1=O	-1	1	.	2	-1	3	1	0	0	21
CCOC(=O)c1ccc(NC(=O)CSc2nnc(CNC(=O)c3ccccc3F)o2)cc1	6	-2	-4	0	-13	6	0	-3	6	.
CC(O)CCC(=O)NNC(=S)Nc1ccccc1 (centres undefined)	11	0	9	1	-30	-3	-3	-24	0	-1
COc1cc(/C=N/NC(N)=O)cc(Br)c1OCc1ccccc1C	19	2	-2	-1	-42	2	-3	34	-3	1
Cc1ccc(S(=O)(=O)N2CCCC(C(=O)Nc3ccc(C(=O)O)cc3)C2)cc1Cl (centres undefined)	1	2	0	1	-10	1	-23	-6	0	-1
COC(=O)Cc1csc(Nc2ccc(Cl)cc2)n1	18	3	1	-1	-22	5	-2	-68	-6	-4
CCC(C)(C)C1CCC2(CC1)NC(=O)N(CC(=O)N(C)Cc1ccc(OC(F)F)cc1)C2=O (centres undefined)	44	15	4	0	.	.	-2	27	.	4
C=CCNS(=O)(=O)c1cccc2cc(C(=O)O)c(O)cc12	-24	-4	19	-2	-8	-6	.	-45	1	-1
Cc1ccc([N+](=O)[O-])cc1-c1ccc(/C=N\n2nnnc2N)o1	3	-12	2	2	-19	0	1	42	-3	1
O=C(NNS(=O)(=O)c1ccccc1)c1cccc([N+](=O)[O-])c1	10	2	-4	4	-42	-7	-1	-6	-1	7
COc1ccc(C)cc1-n1c(SCC(=O)Nc2cccc(C(=O)O)c2)nc2ccccc2c1=O	75*	28	-1	4	-8	5	-6	4	1	-5
COc1ccccc1S(=O)(=O)Cc1ccc(C(=O)N2CCCC2)o1	-7	-2	-10	-2	-24	-5	0	-23	-6	0
O=C(CCn1cnnn1)Nc1ccccc1F	1	-5	.	3	-26	-10	0	-18	-3	-2
SMILES	HSF-1 act	HSF1 inhib	DYRK1A inh	GSK3B inh	KLF5 inh	IEC-6 cytotox	GSK3 alpha inh	aSyn 5UTR inh	HSP90 refold inh	Platelet DG rel
O=C1CCC(=O)N1c1ccc(NCCc2cccc(F)c2)c([N+](=O)[O-])c1	-7	1	0	0	-32	-7	3	-11	-4	-5
Cc1noc(C)c1C(=O)N1CCN(C(=O)c2sc3cc(Cl)ccc3c2Cl)CC1	12	-7	-3	-1	-3	-3	-2	9	-3	21
Cc1c(N=CN2CCOCC2)c(=O)n(C)c(=O)n1C	-5	0	-3	-2	-17	4	-1	4	1	14
CCOc1cc(C(=O)Nc2ccncc2)cc(OCC)c1OCC	0	5	-2	-1	-9	9	3	-1	-3	0
CC1CC(C)CN(c2ccc(NS(=O)(=O)c3ccccc3)cc2C(=O)O)C1 (centres undefined)	-6	-2	-3	2	3	-3	-1	-15	-1	-3
COc1cccc(CNC(=O)CN(c2cc(C)cc(C)c2)S(=O)(=O)c2c(C)noc2C)c1	5	6	-10	2	-41	-2	0	3	-1	7
CCc1ccc(C(=O)N/N=C(\C)c2ccncc2)s1	-79	-74*	1	-11	-69	7	21	-93	-2	4
Cc1ccc(C)c(NC(=O)CSc2nc(C)cc(C)c2C#N)c1	23	11	-4	0	-38	4	2	-2	6	-4
CN(C(=O)CSC(=O)c1ccccc1)c1ccccc1	-26	-3	1	-1	-6	4	-3	-10	-2	2
CCC(=O)c1ccc(N2CCC(C)CC2)c(F)c1	34	20	.	-3	-8	0	-7	-99	1	-1
O=C([C@@H]1CC=C[C@@H]2CCN(C3CC3)C(=O)[C@@H]21)N1CCN(c2ccccc2)CC1	1	-4	-11	-12	.	.	-2	-2	.	2
Cc1nc(-c2ccccc2)sc1-c1ccn[nH]1	46	12	4	2	-141	0	0	-6	7	3
Cc1cc(C)c2c(=O)c(C#N)coc2c1	19	4	4	1	0	0	4	2	-5	-4
CN(C)c1nn(C(=O)Nc2cccc(C(F)(F)F)c2)cc1-c1ccccc1	-8	-7	-1	5	-10	3	-5	-21	-1	0
Cc1cccc2[nH]c3c(=O)n(CCN4CCNCC4)cnc3c12	-10	4	11	-1	-16	4	4	24	-2	4
CC(/C=N\NC(=O)c1ccc(C)nc1)=C\c1ccccc1	10	-2	4	1	-31	1	6	-24	0	0
O=C(NCC1CCCO1)c1ccc(CNS(=O)(=O)c2cccc(Cl)c2)cc1 (centres undefined)	5	-5	-1	0	-17	0	-1	14	-1	2
COc1ccc(C(=O)Cn2nnc(-c3ccccc3NC(=O)C3CCCCC3)n2)cc1	5	4	0	-15	-33	0	-1	7	2	-1
Cc1ccc(OCCC(=O)OCC(=O)NCCc2ccc(Cl)cc2)cc1	-4	-3	16	-6	.	.	2	2	.	-2
CC#CC(=O)N1CCC(Oc2cccc(C(=O)NCc3ccccn3)c2)CC1	16	2	-7	0	-48	-1	0	1	2	-4
CCCCS(=O)(=O)N1C2=NC(C(=O)OC)=C(C(=O)OC)[C@@H]3N(C)c4ccc(OC)cc4[C@]23C[C@H]1C(=O)OC	-7	6	-6	1	.	.	1	24	.	-1
CCOC(=O)C1=C(c2ccccc2)Nc2ncnn2C1c1ccc(O)cc1 (centres undefined)	7	4	0	-1	7	3	2	23	0	-10
Cc1ccc(S(=O)(=O)Nc2ccc(Nc3ccccc3)cc2)cc1	4	7	5	-2	6	12	-1	-4	2	-10
CC(C)COC(=O)C(C)Nc1n[nH]c(=S)[nH]c1=O (centres undefined)	2	1	-3	3	-22	-3	-2	18	1	-3
COc1cc(-c2nnc(SCC(=O)c3ccc(C)cc3)o2)cc(OC)c1OC	16	10	3	1	-22	3	-2	18	2	5

Three compounds from above, reduced to GSK3B inh, HSF-1 act and aSyn 5UTR inh.
structure | GSK3B inh | HSF-1 act | aSyn 5UTR inh
O=C([C@@H]1CC=C[C@@H]2CCN(C3CC3)C(=O)[C@@H]21)N1CCN(c2ccccc2)CC1 | -12 | 1 | -2
Cc1c(N=CN2CCOCC2)c(=O)n(C)c(=O)n1C | -2 | -5 | 4
CN(C)c1nn(C(=O)Nc2cccc(C(F)(F)F)c2)cc1-c1ccccc1 | 5 | -8 | -21

Other records.
SMILES	HSF-1 act	HSF1 inhib	DYRK1A inh	GSK3B inh	KLF5 inh	IEC-6 cytotox	GSK3 alpha inh	aSyn 5UTR inh	HSP90 refold inh	Platelet DG rel
O=C(CSc1nc2ccccc2s1)CSc1nc2ccccc2s1	-2	-5	1	1	-6	-2	-1	-35	7	0
CCCNC(=O)C1CC(c2ccccc2[N+](=O)[O-])=NO1 (centres undefined)	11	2	17	-1	.	.	3	-21	.	0
COc1cccc(NC(=O)Cc2nnc(SCC(=O)NC3CCCCC3)n2C)c1	3	0	1	3	8	1	11	10	5	-2
CCN(CC)c1nc(-c2ccc(C(=O)NN)cc2)nc(-c2ccc(C(=O)NN)cc2)n1	-14	5	5	1	-20	-7	3	5	7	-4
O=C(Nc1cccc(Cl)c1)Nc1nnc(-c2ccccc2)o1	31	11	8	0	-24	2	1	0	-1	0
Cc1ccc(SCCNCc2ccco2)cc1	49	9	11	-2	4	3	-1	-7	9	3
CCOC(=O)c1c(C=O)c2ccccc2n1CC	4	-5	10	-3	2	1	-2	27	1	3
Cn1c(N)nc2ccccc2c1=O	-7	-2	.	-3	-15	0	1	-8	3	-31
CSc1cccc(N2CC(C(=O)N(Cc3nnc(-c4ccccc4Cl)o3)C3CC3)CC2=O)c1 (centres undefined)	5	3	.	2	-13	-4	-2	23	3	-11
NC(=O)C1=C[C@H](c2ccccc2)C[C@H](OCc2ccc(CO)cc2)O1	13	3	7	-6	-44	1	-1	-67	5	3
CCNS(=O)(=O)c1ccc(NC(=S)NCC2CCCO2)cc1 (centres undefined)	9	3	-3	-3	-12	-5	1	6	-2	-1
Cc1cc(Br)ccc1NC(=O)CNC(=O)CSc1n[nH]c(N)n1	16	0	8	-1	4	4	0	-21	2	2
CCOC(=O)c1c(S(=O)(=O)N2CCCC2)c(C)n(C)c1C	-13	-5	-1	0	-5	1	1	7	-7	-12
COc1ccc(CC2(CO)CCN(Cc3nc(C(C)C)cs3)CC2)cc1	7	4	-6	5	-49	-4	-1	-42	-3	17
CC(C)OCCCNC(=O)c1c(N)n(/N=C/c2cccs2)c2nc3ccccc3nc12	-7	-4	-4	-1	23	-8	.	-27	-3	0
O=C(Nc1ccccc1C(=O)N1CCCCC1)c1cc(F)c(F)cc1Cl	3	0	.	-1	-17	-2	15	-16	-1	-1
CCc1nc(N[C@H](C(=O)O)C(C)CC)c2oc3ccccc3c2n1 (some centres undefined)	0	-10	1	-1	-3	-3	-7	-10	2	-4
CCN(CC)S(=O)(=O)c1ccc(NS(=O)(=O)c2cccs2)cc1	-7	-4	2	-6	-14	-5	1	14	-2	-3
Cc1ccc(-c2noc(-c3cc(C(C)(C)C)nn3Cc3ccccc3)n2)cc1	1	-2	.	2	-22	-6	-3	-3	1	-3

Bioassay records as filed in PubChem.

These rows are one share of the data (hit frequency here may not be typical).
